Bioassay records deposited in PubChem by Sanford-Burnham Center for Chemical Genomics.
Gli-Sufu block – blocks Gli-Sufu signaling in a luciferase reporter | Sufu-KO-LIGHT fibroblasts, Gli luciferase reporter luminescence | inhibition, % at 5 µM | 340,000 tested, 0.74% active | AID 588413;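 active = inhibition above about 55%, limit read from the data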;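 note: 0% = DMSO-treated cells and 100% = wells with medium but no cells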
CXCR6 inh – CXCR6 (human) receptor inhibition. O00574. CHO-K1 PathHunter CXCR6 beta-arrestin, luminescence. inhibition, % at 20 µM. 360,000 tested, 0.36% active. AID 602244; in the data active = inhibition above about 34%, passing the limit was not always enough;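 note: antagonist mode with CXCL16 agonist at 10 nM final; 0% = 10 nM CXCL16 with DMSO and 100% = unstimulated wells without agonist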
APJ antagonist – blocks the human apelin receptor APJ; P35414; CHO-K1 APJ beta-arrestin complementation, luminescence; inhibition, % at 20 µM; 330,000 tested, 0.32% active; AID 2521;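 active = inhibition above about 40% at 20 µM, limit read from the data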;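 note: cells challenged with 10 nM apelin-13 agonist together with compound; plate controls were apelin-13 plus DMSO wells for no effect and DMSO wells lacking apelin-13 for full effect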
Target sequence (P35414 whole entry, looked up): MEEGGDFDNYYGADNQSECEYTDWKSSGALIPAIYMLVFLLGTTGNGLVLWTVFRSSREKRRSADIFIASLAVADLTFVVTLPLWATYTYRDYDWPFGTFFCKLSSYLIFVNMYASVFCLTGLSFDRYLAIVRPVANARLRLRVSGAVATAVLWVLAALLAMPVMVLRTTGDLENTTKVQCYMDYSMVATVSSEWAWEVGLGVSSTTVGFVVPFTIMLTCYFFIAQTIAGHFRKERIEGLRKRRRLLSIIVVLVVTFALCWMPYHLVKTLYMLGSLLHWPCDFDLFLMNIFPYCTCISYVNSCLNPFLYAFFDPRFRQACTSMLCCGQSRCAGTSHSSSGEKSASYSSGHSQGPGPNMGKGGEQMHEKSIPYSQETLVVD
EBI2 antag – blocks human EBI2 receptor beta-arrestin signaling | P32249 | EBI2 beta-arrestin recruitment, luminescence, 7a,25-OHC stimulated | inhibition, % at 5 µM | 360,000 tested, 0.81% active; in the data active = inhibition above about 38%;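 note: enzyme fragment complementation signal reports receptor beta-arrestin coupling in cells; 0% = agonist plus DMSO wells and 100% = wells without agonist; some results beyond the cut were filed as inactive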
CCR6 antagonist – blocks CCL20-driven beta-arrestin recruitment at human CCR6; P51684; CHO-K1 CCR6 PathHunter beta-arrestin, luminescence, CCL20-stimulated; inhibition, % at 20 µM; 340,000 tested, 0.49% active;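 active = compounds whose inhibition of the agonist-driven luminescence signal at 20 µM reaches about 50%, limit read from the data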;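 note: cells stimulated with CCL20 at 14 nM final; plate controls were DMSO with CCL20 for no effect and DMSO without agonist for full effect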
APJ agonist – APJ receptor agonism; P35414; CHO-K1 APJ PathHunter beta-arrestin, luminescence; 0% DMSO wells, 100% apelin; activation, % at 20 µM; 330,000 tested, 0.11% active; AID 2520;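 active = activation more than six SD over the plate average, tested at 20 µM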;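 note: 0% = DMSO alone and 100% = apelin-13 at 10 nM; some results filed as inactive read as strong as hits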
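system = engineered CHO-K1 APJ arrestin reporter cells | input = 1000 cells per well | timing = overnight seeding, 90 min compound at 25 °C, 1 h detection | measured by = enzyme-fragment complementation luminescence | read-out = beta-arrestin recruitment to APJ as agonist activity, luminescent signal | control set = negative DMSO alone, positive Apelin-13 at 10 nM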
UBC13 inh – blocks human UBC13 polyubiquitin chain formation; 330,000 tested, 0.47% active; TR-FRET; AID 485273; P61088; inhibition, % at 20 µM; in the data active = inhibition above about 45%, passing the limit was not always enough
Target sequence (P61088 whole entry, looked up): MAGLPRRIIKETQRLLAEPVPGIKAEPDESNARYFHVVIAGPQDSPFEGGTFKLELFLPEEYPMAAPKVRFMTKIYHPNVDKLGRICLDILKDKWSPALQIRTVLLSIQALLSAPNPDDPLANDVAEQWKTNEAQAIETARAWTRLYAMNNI
ATG4B inh – ATG4B (human) cysteine protease inhibition; Q9Y4P1; 340,000 tested, 0.51% active; ATG4B cleavage of LC3-PLA2, NBD-HPC fluorescence, 1 h; inhibition, % at 8.33 µM; in the data active = inhibition above about 40%
Target sequence (Q9Y4P1 whole entry, looked up): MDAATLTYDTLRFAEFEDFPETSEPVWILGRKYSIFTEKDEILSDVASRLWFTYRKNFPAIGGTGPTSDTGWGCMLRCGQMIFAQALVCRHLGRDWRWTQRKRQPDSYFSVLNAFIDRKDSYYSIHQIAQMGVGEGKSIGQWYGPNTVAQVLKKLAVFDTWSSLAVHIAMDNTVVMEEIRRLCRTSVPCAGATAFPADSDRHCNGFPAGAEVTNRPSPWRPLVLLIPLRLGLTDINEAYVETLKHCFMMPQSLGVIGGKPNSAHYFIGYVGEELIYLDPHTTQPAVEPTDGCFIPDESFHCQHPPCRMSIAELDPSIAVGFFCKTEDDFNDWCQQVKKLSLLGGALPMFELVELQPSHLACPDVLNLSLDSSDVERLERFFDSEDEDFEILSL
Active calls of the source: *; nt = not tested or not shown.

SMILES | Gli-Sufu block | CXCR6 inh | APJ antagonist | EBI2 antag | CCR6 antagonist | APJ agonist | UBC13 inh | ATG4B inh
COc1ccc(S(=O)(=O)N(C)C[C@H]2Oc3ccc(NS(=O)(=O)c4ccc(F)cc4)cc3C(=O)N([C@H](C)CO)C[C@@H]2C)cc1 | 6 | -7 | 12 | 3 | -3 | -1 | 8 | -6
CC(=O)c1cc(F)ccc1OCC(=O)Nc1ccc2c(c1)OCO2 | -67 | -1 | 3 | 5 | 8 | -1 | 11 | 2
Cc1n[nH]c(C)c1S(=O)(=O)N(CC(=O)Nc1ccc2c(c1)OCCO2)c1ccc(C(C)C)cc1 | 3 | 3 | -9 | -8 | 4 | -1 | 10 | -20
CCNc1c([N+](=O)[O-])ncn1C | 0 | 7 | 14 | -5 | -12 | -6 | -1 | 1
Cc1cc(C)nc(SCC(=O)c2ccc(F)cc2)n1 | -1 | 3 | -13 | -4 | -4 | -2 | -6 | 0
CC1=C(C#N)C(c2cccnc2)C2=C(N1)c1ccccc1C2=O (configuration not stated) | 4 | -2 | -4 | 1 | -6 | -2 | -9 | -14
Cc1sc(NC(=O)c2ccco2)c(C(Nc2ccccn2)c2ccccc2)c1C (configuration not stated) | 3 | 7 | 9 | 5 | 4 | -3 | -14 | -9
COc1ccccc1CNC(=O)C(NC(=O)c1ccccc1)C(C)C (configuration not stated) | -1 | 4 | -7 | -2 | 8 | -3 | 8 | 2
CN(CC(=O)Nc1ccc2c(c1)CCC2)CC(=O)Nc1ccccc1Br | -1 | -2 | 2 | 2 | 13 | -1 | 1 | 1
CCC(C)Sc1ccc([C@H]2N[C@@](C)(C(=O)OC)[C@H]3C(=O)N(C)C(=O)[C@@H]23)cc1OC (some centres not stated) | 3 | 1 | 11 | 5 | 1 | -1 | -2 | -8
CCn1nnc(-c2ccccc2NC(=O)c2cc(OC)c(OC)c(OC)c2)n1 | 5 | 7 | -5 | 9 | -1 | -1 | 10 | -26
COC(=O)[C@@H](NC(=O)NCCC1=CCCCC1)C(C)C | 0 | -2 | 16 | 7 | -18 | -3 | 2 | 6
Cn1ccnc1/C(=N\NC(=O)c1ccccc1)c1cccc([N+](=O)[O-])c1 | -10 | 1 | 5 | -9 | 3 | 1 | -4 | -4
CCCc1nc2sc3ccccc3c(=O)c2c(=O)n1Cc1ccc(OC)cc1 | -9 | 3 | 17 | 2 | 7 | 0 | 9 | 13
COCCN1C2=C(C(=O)CC(C)(C)C2)C(c2ccc(O)c(OC)c2)C2=C1CC(C)(C)CC2=O | 8 | -3 | -12 | 3 | 6 | -1 | 4 | 1
COc1ccccc1C(=O)COC(=O)CCN=C1NS(=O)(=O)c2ccccc21 | -2 | -4 | -3 | -5 | 10 | -3 | 3 | -3
Cc1cc(C)n(-c2nnc(NC34CC5CC(CC(C5)C3)C4)nn2)n1 | -91 | 7 | -4 | -9 | -11 | 1 | -25 | 15
COc1cccc(CN(C)CC(=O)Nc2sc3c(c2C#N)CCC3)c1 | 8 | -3 | 7 | 12 | 7 | 0 | 6 | -6
CCOc1ccccc1CNC(=O)C(C)n1nc(C)c2c(C)n(-c3ccccc3)nc2c1=O (configuration not stated) | 18 | 15 | 21 | 11 | 37 | -2 | -6 | 6
CCN1C[C@@H]2[C@@H]3C(=O)N(Cc4ccccc4)C(=O)[C@@H]3[C@](C)(C1=O)N2C(=O)c1ccccc1 | -3 | 0 | nt | -13 | 5 | nt | nt | -9

Overlap with the part before: 2 entries, then new ones.
SMILES | Gli-Sufu block | CXCR6 inh | APJ antagonist | EBI2 antag | CCR6 antagonist | APJ agonist | UBC13 inh | ATG4B inh
CCOc1ccccc1CNC(=O)C(C)n1nc(C)c2c(C)n(-c3ccccc3)nc2c1=O (configuration not stated) | 18 | 15 | 21 | 11 | 37 | -2 | -6 | 6
CCN1C[C@@H]2[C@@H]3C(=O)N(Cc4ccccc4)C(=O)[C@@H]3[C@](C)(C1=O)N2C(=O)c1ccccc1 | -3 | 0 | nt | -13 | 5 | nt | nt | -9
COc1ccc(NC2CCCN(C(=O)CCCN3CCCCC3=O)C2)cc1 (configuration not stated) | -1 | -16 | 24 | -1 | 15 | -1 | -4 | -2
CCN1C(=O)[C@@H]2[C@@H](c3ccc(-c4ccc(OC)cc4)cc3)N3CCC[C@@]3(C(=O)OC)[C@@H]2C1=O | -6 | 2 | -5 | 3 | 8 | -5 | -1 | -18
Cc1cnn(-c2cc(N/N=C/c3ccc(F)cc3)ncn2)c1 | -3 | 6 | 4 | -5 | -7 | 0 | -9 | -9
CC(=O)C1=C(c2ccccc2)OC(N)=C(C#N)C1c1ccccc1F (configuration not stated) | -32 | 16 | 5 | -11 | 2 | 0 | 15 | -6
Cc1[nH]c2ccccc2c1/C=C(\C#N)C(=O)NCC1CCCO1 (configuration not stated) | -8 | -6 | 2 | 0 | -4 | -3 | -8 | 2
O=C1CCN(Cc2ccccc2)C(=S)N1 | 1 | -3 | nt | -3 | -6 | nt | nt | -3
Cc1cc(OC(=O)c2ccccc2[N+](=O)[O-])c([N+](=O)[O-])c(=O)[nH]1 | -1 | -3 | -15 | -10 | 7 | -1 | 0 | 0
CCC(CC)C(=O)NCCCCc1ccccc1 | -2 | 9 | -4 | 11 | 12 | -2 | 0 | -3
COc1ccc(CN(CC(=O)NC2CCCC2)C(=O)CCC(=O)Nc2cc(C)on2)cc1 | -29 | 1 | -1 | -1 | 22 | -6 | 6 | -10
COCc1c(Br)c(C)nc2sc3c(=O)[nH]nnc3c12 | -3 | -1 | 12 | -2 | 4 | -2 | -3 | -2
O=C(CN(Cc1ccccc1C(F)(F)F)C(=O)CNC(=O)c1ccco1)NC1CCCC1 | -12 | -6 | 11 | 14 | 7 | -1 | -7 | -12
O=C1CC(NS(=O)(=O)c2ccccc2F)CN1c1ccc2c(c1)OCCO2 (configuration not stated) | 3 | -3 | 17 | -4 | 6 | 5 | 7 | -9
CC1CCCCN1C(=O)CSc1nnc(-c2ccco2)o1 (configuration not stated) | -12 | -2 | -22 | -16 | 9 | -2 | 4 | -5
N#CC1=C(N)Oc2cc(N)ccc2C1C1CC=CCC1 (configuration not stated) | 3 | 3 | 11 | 9 | 7 | 0 | -2 | -4
C=CCN(c1ccc(OC)cc1)S(=O)(=O)c1ccc(Cl)c(C(=O)OCC(=O)NC2CC2)c1 | -8 | 4 | -5 | 0 | 3 | -2 | 2 | -15
COCCN(C(=O)C(F)(F)F)C(C(=O)NC1CCCCC1)c1ccco1 (configuration not stated) | 1 | 2 | 1 | -1 | -6 | 6 | -1 | -11
COc1ccc2cc(C3CC(c4ccco4)=NN3C(=O)CCC(=O)O)c(Cl)nc2c1 (configuration not stated) | -1 | 2 | 0 | -3 | -12 | -2 | -27 | -6
CN1CCCN=C1/C=C/c1cccs1 | -1 | -1 | 7 | -3 | -1 | 0 | -10 | -3
CCNC(=O)NC(=O)C(C)On1nnc2ccc(S(=O)(=O)N(CC)CC)cc21 (configuration not stated) | -1 | -11 | -2 | -1 | 4 | -5 | -4 | -8
Cc1ccc(S(=O)(=O)N(C)Cc2nc(-c3ccncc3)no2)cc1 | 7 | -2 | -2 | 5 | 5 | -3 | 4 | -10

Full records as entered above.
Entry for `N#CC1=C(N)Oc2cc(N)ccc2C1C1CC=CCC1` (configuration not stated) = Gli-Sufu block: 3; CXCR6 inh: 3; APJ antagonist: 11; EBI2 antag: 9; CCR6 antagonist: 7; APJ agonist: 0; UBC13 inh: -2; ATG4B inh: -4
Entry for `CCOc1ccccc1CNC(=O)C(C)n1nc(C)c2c(C)n(-c3ccccc3)nc2c1=O` (configuration not stated) = Gli-Sufu block: 18; CXCR6 inh: 15; APJ antagonist: 21; EBI2 antag: 11; CCR6 antagonist: 37; APJ agonist: -2; UBC13 inh: -6; ATG4B inh: 6

Going on with the list.
SMILES | Gli-Sufu block | CXCR6 inh | APJ antagonist | EBI2 antag | CCR6 antagonist | APJ agonist | UBC13 inh | ATG4B inh
COc1ccccc1Nc1nc(-c2sc(NC(=O)c3ccccc3)nc2C)cs1 | -43 | -3 | -32 | 6 | 23 | -5 | 30 | 13
O=C(CSc1nnnn1-c1cccc2c1CCCC2)NC1CCCC1 | -2 | 0 | -13 | 4 | 11 | -4 | 14 | -4
CCOc1ccc2c(c1)C(C)=CC(C)(C)N2 | 20 | 8 | -13 | -16 | 1 | 1 | -3 | -1
Cc1noc(C)c1COC(=O)c1ccc(F)c(S(=O)(=O)N2CCCCC2)c1 | 7 | -7 | -12 | 0 | 18 | -2 | 6 | -1
Cc1ccc(Cn2c(C(C)Nc3nc(-c4ccc(Cl)c([N+](=O)[O-])c4)cs3)nc3cc(C(F)(F)F)ccc32)cc1 (configuration not stated) | 7 | 1 | 5 | -1 | 1 | 1 | -52 | 2
CCSc1nc2ccccc2n1C(=O)c1ccc(S(=O)(=O)N2CCCCCC2)cc1 | 4 | -1 | -4 | 3 | 11 | 3 | 4 | 7
CC(Oc1ccc(Br)cc1)C(=O)Nc1cc(Cl)ccc1N1CCN(C)CC1 (configuration not stated) | 25 | -4 | 13 | 24 | 12 | -5 | 2 | -11
CCc1ccc(N2C(=O)CC(N(CC3CCCO3)C(=O)/C=C/C(=O)O)C2=O)cc1 (configuration not stated) | 0 | 1 | 7 | -6 | -2 | 3 | -7 | 0
COc1ccc(C2C(C(=O)c3sc(C)nc3C)=C(O)C(=O)N2CCN(C)C)cc1 (configuration not stated) | -24 | -6 | 12 | -2 | 0 | -4 | -12 | -12
COC(=O)c1cccc(NC(=S)N2CCOCC2)c1 | 6 | 4 | -1 | -3 | 3 | 1 | -6 | -1
CCn1c(SCc2nc3ccccc3c(=O)[nH]2)nnc1-c1cccnc1 | 0 | -8 | 26 | 0 | 5 | -7 | 1 | -7
Cc1oc(-c2ccccc2Cl)nc1CS(=O)CC(=O)NC1CC1 (configuration not stated) | -4 | -4 | 3 | -1 | 15 | -2 | -4 | -3
Cc1nc(-c2ccc(Cl)cc2)sc1C1(C)CC(c2ccccc2F)=NO1 (configuration not stated) | -11 | -1 | -17 | 2 | -2 | -4 | -3 | -3
Cc1nc(CSc2ccc(Cl)cc2)cs1 | -39 | 1 | 6 | 15 | 19 | -3 | 12 | -4
O=C(Nc1nc2ccccc2n1CCN1CCOCC1)c1ccc(COc2ccccc2Br)o1 | 25 | 7 | 5 | 19 | 19 | -1 | -7 | -3
O=C(CN1C(=O)c2ccccc2C1=O)N1CCN(S(=O)(=O)c2ccccc2)CC1 | -6 | -2 | -3 | 3 | -4 | 2 | -13 | -6
CCOC(=O)CN1C(=O)C2(OCCCO2)c2cc(Br)ccc21 | 6 | 10 | -16 | -6 | 10 | -3 | 0 | -1
CC(C)(C)SCCNC(=O)/C=C/c1cccc([N+](=O)[O-])c1 | -8 | 4 | 3 | -7 | 18 | -2 | 17 | 5
COC(=O)c1ccc(C(=O)OC)c(NC(=O)CN2CCN(c3ccccc3)CC2)c1 | 14 | 4 | 7 | 15 | 3 | 6 | 3 | -11
CCCCn1c(N)c(Sc2ccccc2[N+](=O)[O-])c(=O)[nH]c1=O | -22 | 5 | 15 | -5 | 10 | -1 | -3 | 8
Cc1nn(-c2ccccc2)c(Cl)c1/C=N/NC(=O)c1ccn[nH]1 | -73 | -2 | -13 | -48 | 15 | -4 | 8 | -6
COc1ccc(CNCCC(c2ccc(F)cc2)c2ccc(OC(C)C)cc2)cc1OC (configuration not stated) | -25 | 1 | 4 | 7 | 15 | -2 | 19 | 7
COc1ccc(C2C(C(=O)Nc3ccccc3)=C(C)N=C3SCC(=O)N32)cc1 (configuration not stated) | -17 | -1 | 8 | 15 | -3 | 2 | 3 | -29
COc1ccc(Nc2nc(N)c([N+](=O)[O-])c(N3CCCC3)n2)cc1 | 4 | -1 | 10 | -6 | 3 | -5 | 3 | 4
O=S(=O)(c1ccccc1)N1CN(c2ccc(F)cc2F)c2nc3ccccc3nc21 | 4 | -1 | -2 | 3 | 6 | -3 | 1 | -15
CCNC(=O)Cn1cc(C(F)(F)F)cc(Cl)c1=O | 6 | -8 | 4 | 6 | 1 | -5 | 12 | 1
